KB-V1 MDR tox: kills drug-selected multidrug resistant KB-V1 cells; KB-V1 MDR cells viability, CellTiter-Glo, 72 h; Potency, µM (series often up to 46.1 µM), inactives show at the top dose activity change, negative = cytotoxicity, hits mostly cytotoxic; hit rate 3.4% among 400,000; note: potency is the fitted concentration of half-maximal effect; % is set by controls: 0 for no effect and ±100 for the full control effect; nearly all actives have a fitted effect of over 60% in size
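Drug-selected KB-V1 cells, grown in DMEM lacking phenol red with 10% FBS, receive compound titrations; after three days at 37 degrees C, surviving cell ATP is quantified by CellTiter-Glo luminescence and responses normalized and curve-fitted.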
GLP1R ag: agonists of human GLP-1 receptor; P43220; HEK293 GLP-1R CRE-luciferase, luminescence, 4-6 h; cells express a hypersensitive GLP-1R form; Potency, µM (highest dose often 45.6 µM), inactives show at the highest dose activation, usual class: activators; hit rate 0.007% among 380,000; note: potency is the fitted concentration of half-maximal effect; % of control where 0% means no effect
HEK293 tox: cytotoxicity in counter-screen for GLP-1R inverse agonists; HEK293 cAMP-luciferase reporter cells, luminescence, 24 h; Potency, µM (series often up to 38.3 µM), for inactives: at the highest dose activity change, negative = inhibition, usual class: inhibitors; hit rate 0.13% among 410,000;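 note: loss of luciferase light is scored as toxicity; potency is the fitted concentration of half-maximal effect; % is set by controls: 0 for no effect and ±100 for the full control effect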
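Here, cytotoxicity is scored as loss of luminescence. The MLSMR collection was tested on cells seeded in medium containing 10% Nu serum, with a 24 hr compound exposure preceded by 12 hours of culture.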
D3 antag: antagonists of human D3 dopamine receptor. P35462. D3R cells, DiscoveRx beta-arrestin luminescence, antagonist mode; active compounds read low. max response, negative = inhibition, %. hit rate 2.5% among 360,000. AID 652054; in the data active = max response below about -50%; inconclusive = no clear call, values can overlap the other calls; note: % is set by controls: 0 for no effect and ±100 for the full control effect; mostly tested at two doses, the higher about 12 µM
Target sequence (P35462 whole entry, looked up): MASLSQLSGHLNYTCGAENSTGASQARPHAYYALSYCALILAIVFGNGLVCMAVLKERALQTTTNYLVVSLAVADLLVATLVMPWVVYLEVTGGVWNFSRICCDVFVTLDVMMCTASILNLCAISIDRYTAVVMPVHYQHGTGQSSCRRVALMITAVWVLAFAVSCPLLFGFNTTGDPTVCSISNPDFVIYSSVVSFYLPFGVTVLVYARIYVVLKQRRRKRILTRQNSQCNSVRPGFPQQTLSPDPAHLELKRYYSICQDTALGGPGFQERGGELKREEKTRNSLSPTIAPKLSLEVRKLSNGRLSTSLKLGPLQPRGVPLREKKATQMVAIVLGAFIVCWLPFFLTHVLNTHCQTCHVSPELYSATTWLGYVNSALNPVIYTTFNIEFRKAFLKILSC
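Cells plated overnight at 1500 cells/well, then exposed to library compounds with dopamine controls for 90 minutes at 37 degrees C. DiscoveRx reagent added for 30–60 minutes at room temperature; luminescence read, quantitative HTS format.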
aSyn yeast inh: inhibitors of alpha-synuclein toxicity in yeast; hit rate 0.14% among 370,000; AID 652106; Potency, µM (doses to about 46.1 µM), inactives show top-dose growth rescue (activation), usual class: activators; Yeast expressing alpha-synuclein, growth rescue, BacTiter-Glo, 24 h; note: potency is the fitted concentration of half-maximal effect; % of control where 0% means no effect; nearly all actives have a fitted effect of over 65% in size
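Galactose-induced alpha-syn yeast (OD600=0.02, raffinose-pregrown) + pinned cpd, 24 hr, 30 deg C; growth by BacTiter-Glo luminescence. Growth restoration scores as activation.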
DRD3 agonist: agonists of human D3 dopamine receptor; P35462; D3R DiscoveRx beta-arrestin cells, luminescence, 90 min; max activation, %; hit rate 0.58% among 410,000; AID 652048; in the data active = max activation above about 30%; note: 0% is about no effect; mostly tested at two doses, the higher about 12 µM
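Agonist-mode cell screen: cells plated at 1500/well and incubated overnight at 37 °C, then exposed to library compounds for 90 min at 37 °C. Detection reagent was added for 30–60 min at room temperature, and luminescence was read.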
TDP-43 yeast inh: rescues yeast growth from TDP-43 toxicity | TDP-43 expressing yeast growth rescue, BacTiter-Glo, 24 h | Potency, µM (highest dose often 46.1 µM), without a hit: at the highest dose growth rescue (activation), actives largely listed as activators | hit rate 1.8% among 410,000 | AID 652104; note: potency is the fitted concentration of half-maximal effect; % of control where 0% means no effect; nearly all actives have a fitted effect of over 50% in size
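Yeast expressing TDP-43 (pregrown in raffinose, seeded at OD600=0.02 in galactose medium) exposed to compounds 24 hr at 30 deg C. Growth read by BacTiter-Glo luminescence; rescue of toxicity appears as increased signal.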
GLP-1R inv ag: GLP-1 receptor (human) inverse agonism; Potency, µM (doses to about 38.3 µM), for inactives: at the highest dose activity change, negative = inhibition, actives largely listed as inhibitors; HEK293 GLP-1R CRE-luciferase, luminescence, 24 h; GLP-1R form is constitutively active; hit rate 1.6% among 410,000; P43220; note: potency is the fitted concentration of half-maximal effect; % is set by controls: 0 for no effect and ±100 for the full control effect; nearly all actives have a fitted effect of over 55% in size
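Stable HEK293 clone (constitutively active GLP-1R + cAMP-response luciferase); 200 cells/uL plated, 12 h pre-culture, compound 24 hr, 37 deg C/5% CO2; detection reagent 12 min RT; luminescence.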
PTHR1 agonist: agonists of human PTHR1 parathyroid hormone receptor | Potency, µM (titrated, usually from 115 µM), for inactives: at the top dose activation, most hits filed as activators | HEK293 GP2 PTHR1 cells, GloSensor cAMP luminescence, 1 h | hit rate 0.075% among 410,000; note: potency is the fitted concentration of half-maximal effect; nearly all actives have a fitted effect of over 55% in size; some results filed as inactive show a strong effect at the top dose; inactives centre near -15; many of its hits are not listed in these tables
Target sequence (Q03431 whole entry, looked up): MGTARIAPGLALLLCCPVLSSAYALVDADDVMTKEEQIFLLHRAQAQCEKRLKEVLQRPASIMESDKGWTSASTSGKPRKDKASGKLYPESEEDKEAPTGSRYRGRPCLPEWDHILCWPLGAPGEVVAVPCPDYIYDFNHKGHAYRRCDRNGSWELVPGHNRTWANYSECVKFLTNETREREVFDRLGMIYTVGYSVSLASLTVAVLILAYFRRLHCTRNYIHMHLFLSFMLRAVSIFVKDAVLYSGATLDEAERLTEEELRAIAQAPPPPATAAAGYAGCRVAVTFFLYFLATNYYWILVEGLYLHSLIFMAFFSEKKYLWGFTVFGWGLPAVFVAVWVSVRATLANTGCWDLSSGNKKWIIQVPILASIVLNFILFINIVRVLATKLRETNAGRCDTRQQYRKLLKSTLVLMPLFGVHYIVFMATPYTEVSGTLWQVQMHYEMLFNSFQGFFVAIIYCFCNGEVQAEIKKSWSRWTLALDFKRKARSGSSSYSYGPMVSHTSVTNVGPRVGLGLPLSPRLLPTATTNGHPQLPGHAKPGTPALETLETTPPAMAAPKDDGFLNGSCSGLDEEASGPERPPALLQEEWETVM
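HEK-293-derived GP2 cells expressing PTHR1 and a GloSensor cAMP reporter, 3,000/well, plated overnight, given luciferin plus IBMX (each 0.5 mM as added) for 1 h at 37 °C, then compound for 1 h at 37 °C. Luminescence was read after 15 min at room temperature.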
The depositor's hits bear a star; i = inactive; ? = inconclusive; . = not tested or not shown; [ ] = remark or other dose. Unless noted, calls come from the whole dose curve; as a rule, active = well fitted curve in the direction sought with a large enough effect; inconclusive = small, poorly fitted or top-dose-only effect, or another doubt; inactive = no such curve, though single readings can be large; an effect the other way counts as inactive or inconclusive. The list is partial; rates above refer to the full screens.

Under each structure: KB-V1 MDR tox	GLP1R ag	HEK293 tox	D3 antag	aSyn yeast inh	DRD3 agonist	TDP-43 yeast inh	GLP-1R inv ag	PTHR1 agonist
Cc1cc(C)c(S(=O)(=O)NCC2CCC(C(=O)NCc3ccc4c(c3)OCO4)CC2)c(C)c1 (stereo not drawn)
  -18%	8%	-22%	8	-11%	16	0%	?	-24%[57.5 µM]
O=C(CC1C[C@H](C(=O)N2CCOCC2)[C@@]2(CCC3CCCC3)c3[nH]c4ccccc4c3CCN2C1=O)NCc1ccco1 (stereo partly drawn)
  0%	4%	-2%	8	1%	13	11%	17%	i
CNS(=O)(=O)c1cc(NC(=O)c2cnc(SC)n2-c2ccccc2)ccc1C
  -10%	23%	-19%	-1	2%	-11	-8%	48%[activator]	0%
O=C(CCN1C(=O)c2ccccc2S1(=O)=O)N1CCN(c2ccccc2)CC1
  -20%	-9%	-3%	3	6%	-4	30%	-7%	-3%
CC1(c2ccc(OC(F)F)cc2)NC(=O)N(CC(=O)Nc2ccc(Cl)cc2F)C1=O (stereo not drawn)
  0%	18%	-1%	-8	-4%	-6	-13%	?	-18%
CCCCC(CCCC)=N/N=C/c1c(O)n(CC)c2cc(C3=NNC(=O)CC3)ccc12
  10%	18%	5%	3	4%	2	8%	44%[activator]	i
C=CCc1cccc2cc(C(=O)NNC(=O)CC#N)c(=O)oc12
  -2%	2%	-7%	9	0%	4	-15%	11%	i
CCc1ccc(NC(=O)CN2CCC(C(=O)c3ccc(OC)cc3)CC2)cc1
  -2%	16%	-3%	-51*	0%	-15	-10%	?	i
CCCCNC(=O)CSc1nc2cc3c(cc2c(=O)n1CCCCCC(=O)NCc1ccc(OC)cc1)OCO3
  .	.	-6%	.	.	7	7%	15%	i
COc1ccc(C(=O)NNC(=O)C(NC(=O)c2cc(OC)cc(OC)c2)C(C)C)cc1 (stereo not drawn)
  -9%	-7%	-4%	11	3%[1.84 µM]	-1	14%	-7%	i
CCOC(=O)N1CCN(CC(O)c2ccc3cc[nH]c3c2)CC1 (stereo not drawn)
  -1%	-2%	-28%	5	10%	3	15%	0%	i
COc1ccc(N2C(=O)/C(=C3/C=CC=CN3C)SC2=S)cc1
  -17%	7%	-13%	0	-2%	-6	-16%	27%	-3%
Cc1cc(S(=O)(=O)NCCc2csc(-c3cccc(F)c3)n2)ccc1F
  15%	.	13%	.	.	-17	0%	5%	-41%
Cn1c(C(=O)N2CCC(C(N)=O)CC2)cc2c(=O)n(C)c3ccccc3c21
  1%	-1%	15%	0	-7%	-8	-4%	7%	-2%
Cn1cnc(C(=O)N2CCc3ccccc3C2)c1C(=O)N1CCc2ccccc2C1
  4%	-7%	4%	-9	-5%	-3	2%	9%	-24%
O=c1[nH]c2nc(Br)[nH]c(=O)c2[nH]1
  23%	3%	-4%	2	-16%	9	-16%	22%	-11%
C=CCn1c(Cc2ccc(OC(C)C)c(Cl)c2)nnc1SCC(N)=O
  17%	0%	3%	-18	0%	4	2%	-1%	-8%[57.5 µM]
Cc1ccccc1CC(=O)Nc1ccc2c(c1)CCC2
  ?	13%	-9%	-2	-1%	1	19%	3%	-2%
COC(=O)C(CC(C)C)Oc1ccc2c(C)cc(=O)oc2c1 (stereo not drawn)
  8%	2%	-18%	7	-1%	1	25%	-8%	-5%[57.5 µM]
CC(C)[C@H](NC(=O)OCc1ccccc1)C(=O)OCC(=O)Nc1c(F)cccc1F
  5%	1%	-10%	32	5%	3	2%	2%	-22%
COc1ccc(OC)c(NC(=O)CN(C)S(=O)(=O)c2ccc(Cl)cc2)c1
  -7%	-4%	-6%	11	5%	4	0%	-3%	-13%
O=C(NCc1ccccc1Cl)[C@H]1CCCN1C(=O)[C@H]1CCCN1C(=O)c1ccc(Cl)cc1
  0%	3%	-12%	38	-7%	1	24%	12%	i
COc1ccc(-c2noc(Cc3ccc(Cl)cc3)n2)cc1OC
  1%	-4%	2%	-8	-2%	2	6%	?	-19%
COc1ccc(C(=O)/C=C/c2ccc(OC)cc2OC)c(O)c1
  -1%	13%	4%	33	-2%	19	14%	9%	-73%[inhibitor]
COc1cc(C2c3c(-c4c(C)cc(C)cc4O)n[nH]c3C(=O)N2CCCOC(C)C)cc(OC)c1OC (stereo not drawn)
  -5%	.	-5%	.	.	-13	-10%	1%	-6%
COc1ccc(S(=O)(=O)NCCSc2ccc(C)cc2)cc1OC
  -8%	7%	11%	-9	9%	-12	22%	3%	-25%[57.5 µM]
CCN1C(=NCCCCO)N[C@@H](c2cccc(F)c2)C(C(=O)OC)=C1C
  -10%	-3%	6%	0	-10%	-26	-25%	3%	i
O=c1c2c(nc3cc(-c4ccccc4Cl)[nH]n13)CCS2
  -29%	6%	3%	?	-12%	-3	-22%	16%	-24%
COc1ccc(/C=C/C(=O)N(Cc2cccs2)C2CCS(=O)(=O)C2)cc1 (stereo not drawn)
  -12%	-3%	-14%	0	2%	2	-1%	10%	-29%
COC(=O)CC1=NC(=O)CS1
  12%	-15%	-3%	-21	0%	-17	-11%	7%	?
C/C(=N\NC(=O)CCCCCNC(=O)c1ccccc1)c1ccccc1O
  -25%	-1%	-21%	11	1%	-12	4%	?	i
CCOC(=O)N1CCC(N2C(=O)c3ccc(C(=O)Nc4ccc(OC)c(OC)c4)cc3C2=O)CC1
  8%	-3%	13%	-20	-8%	-3	-2%	20%	i
COc1ccc(-c2nc3cc([N+](=O)[O-])ccc3o2)cc1OC
  -3%	4%	-3%	12	0%	10	?	55%[activator]	i
CCc1nc2ccc(C(=O)NCc3ccc(OC)cc3)cn2c1N(CC)Cc1cccc(Br)c1
  -14%	-5%	-11%	0	-37%[inhibitor]	-8	15%	?	-19%
Cc1ccc(C(=O)Nc2nc(=O)n(C(=O)C3CC3)s2)cc1
  ?	4%	-1%	-12	-3%	-4	-17%	-23%	-29%
CN1CCN(C(=O)c2cc3c(c(-c4cccc(-c5cc6ccccc6o5)c4)n2)[C@H](CCO)N(S(=O)C(C)(C)C)C3)CC1 (stereo partly drawn)
  14%	-3%	5%	12	0%	-5	17%	-2%	-16%
CCN(C(=O)c1ccc(NC(=O)C2CCCCC2C(=O)O)cc1)c1ccccc1 (stereo not drawn)
  17%	2%	-20%	3	2%	-1	0%	-3%	-8%
O=C(Nc1ccc(S(=O)(=O)NCCc2ccccc2)cc1)c1ccncc1
  -5%	1%	2%	5	0%	8	4%	7%	-28%
CCc1[nH]nc2c1C(c1cccnc1)C(C#N)=C(N)O2 (stereo not drawn)
  -9%	-10%	-3%	-21	1%	-2	7%	7%	-1%[57.5 µM]
Cc1ccc(C(=O)Nc2c(C(=O)NCc3ccc(Cl)cc3)sc3nc(C)cc(C)c23)cc1
  .	.	1%	.	.	-5	13%	7%	-14%
Cc1cccc(C)c1NC(=O)CSc1nc2ccccc2c(=O)[nH]1
  16µM*	-8%	5%	-8	1%	3	1%	2%	-14%[57.5 µM]
CC(C)n1c(COc2ccccc2)nc2ccccc21
  0%	-10%	-2%	16	1%	2	4%	?	i
Cc1ccc(C(NC(=O)c2ccccc2)C(Cl)(Cl)Cl)cc1 (stereo not drawn)
  ?	-2%	?	2	-3%	0	-1%	?	-17%
CN(C)c1nc(-c2ccccc2)nc(-c2ccc(Cl)cc2)c1C#N
  -1%	-13%	0%	-1	6%	-19	-12%	2%	i

Quoted from the entries so far, 7 compounds:
Under each structure: KB-V1 MDR tox	GLP1R ag	HEK293 tox	D3 antag	aSyn yeast inh	DRD3 agonist	TDP-43 yeast inh	GLP-1R inv ag	PTHR1 agonist
Cc1ccc(C(=O)Nc2nc(=O)n(C(=O)C3CC3)s2)cc1
  ?	4%	-1%	-12	-3%	-4	-17%	-23%	-29%
CN1CCN(C(=O)c2cc3c(c(-c4cccc(-c5cc6ccccc6o5)c4)n2)[C@H](CCO)N(S(=O)C(C)(C)C)C3)CC1 (stereo partly drawn)
  14%	-3%	5%	12	0%	-5	17%	-2%	-16%
CCN(C(=O)c1ccc(NC(=O)C2CCCCC2C(=O)O)cc1)c1ccccc1 (stereo not drawn)
  17%	2%	-20%	3	2%	-1	0%	-3%	-8%
O=C(Nc1ccc(S(=O)(=O)NCCc2ccccc2)cc1)c1ccncc1
  -5%	1%	2%	5	0%	8	4%	7%	-28%
CCc1[nH]nc2c1C(c1cccnc1)C(C#N)=C(N)O2 (stereo not drawn)
  -9%	-10%	-3%	-21	1%	-2	7%	7%	-1%[57.5 µM]
Cc1ccc(C(=O)Nc2c(C(=O)NCc3ccc(Cl)cc3)sc3nc(C)cc(C)c23)cc1
  .	.	1%	.	.	-5	13%	7%	-14%
Cc1cccc(C)c1NC(=O)CSc1nc2ccccc2c(=O)[nH]1
  16µM*	-8%	5%	-8	1%	3	1%	2%	-14%[57.5 µM]
